# Screening data: PubChem, National Center for Advancing Translational Sciences (NCATS)
# TRHR ag – activates the human TRH receptor | P34981 | TRHR cells, calcium flux fluo-8, FDSS agonist mode | activation, % at 2 µM | 360,000 tested, 0.18% active | AID 493084; in the data active = activation above about 30%; also: 0% is about no effect
#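 TRHR-expressing cells loaded with fluo-8 calcium dye; 23 nL library compound pin-transferred, kinetic FDSS fluorescence (Ex 480/Em 530) recorded about 180 s for agonist-induced calcium release, before a 10 nM TRH EC20 addition for potentiator mode.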
# mIDH1 inhibitor – inhibitors of human mutant IDH1 R132H; IDH1-R132H enzyme, NADPH consumption, diaphorase/resazurin fluorescence; Potency, µM (top dose mostly 76.6 µM), inactives show top-dose activity change, negative = inhibition, hits mostly inhibitors; AID 602179; O75874; 390,000 tested, 0.093% active; also: potency is read from the fitted curve at half-maximal effect; % is scaled to controls: 0 for no effect and ±100 for the full control effect; nearly all actives have a fitted effect of over 65% in size
# Target sequence (O75874 whole entry R132H, stated change not applied): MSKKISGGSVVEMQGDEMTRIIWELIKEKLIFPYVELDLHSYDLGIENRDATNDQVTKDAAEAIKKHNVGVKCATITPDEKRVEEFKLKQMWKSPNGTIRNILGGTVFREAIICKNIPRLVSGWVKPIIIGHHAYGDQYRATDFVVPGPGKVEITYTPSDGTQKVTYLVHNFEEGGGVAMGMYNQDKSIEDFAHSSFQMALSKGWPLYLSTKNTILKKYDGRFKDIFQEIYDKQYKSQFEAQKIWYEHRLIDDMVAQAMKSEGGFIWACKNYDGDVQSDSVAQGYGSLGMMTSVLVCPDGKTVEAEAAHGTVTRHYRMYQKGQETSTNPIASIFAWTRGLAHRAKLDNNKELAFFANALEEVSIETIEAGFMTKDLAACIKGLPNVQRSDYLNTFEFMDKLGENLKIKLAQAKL
#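 IDH1-R132H (0.5 ug/mL dispensed) in pH 7.5 Tris buffer was preincubated 30 min with compound, then given a substrate mix of 0.016 mM NADPH and 2 mM alpha-KG for 80 min at room temperature; remaining NADPH was read by diaphorase/resazurin fluorescence.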
# USP1-UAF1 inh – inhibitors of human USP1/UAF1 deubiquitinase | AID 743255 | 390,000 tested, 0.23% active | O94782 | recombinant USP1/UAF1, Ub-Rhodamine cleavage fluorescence | Potency, µM (series often up to 57.1 µM), without a hit: at the top dose activity change, negative = inhibition, usual class: inhibitors; also: potency is read from the fitted curve at half-maximal effect; % is scaled to controls: 0 for no effect and ±100 for the full control effect; nearly all actives have a fitted effect of over 60% in size; inactives centre near -12
#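 High-throughput fluorogenic screen: 1nM USP1/UAF1 complex, Ub-Rho substrate 150nM final, 50mM HEPES pH 7.8 with 0.5mM EDTA, 0.1 mg/ml BSA, 1mM TCEP and 0.01% Tween-20.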
# PI4K2A block – PI4K2A (human) kinase inhibition; 420,000 tested, 0.13% active; activity change, negative = inhibition, % at 76.9 µM; purified PI4K2A, ADP-Glo luminescence, 1 h; stronger effect = lower value; AID 1346378; Q9BTU6; in the data active = activity change below about -50%; inconclusive = mostly about -30% to -49%;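 also: -100% = wells without enzyme as full effect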
# Target sequence (Q9BTU6 whole entry, looked up): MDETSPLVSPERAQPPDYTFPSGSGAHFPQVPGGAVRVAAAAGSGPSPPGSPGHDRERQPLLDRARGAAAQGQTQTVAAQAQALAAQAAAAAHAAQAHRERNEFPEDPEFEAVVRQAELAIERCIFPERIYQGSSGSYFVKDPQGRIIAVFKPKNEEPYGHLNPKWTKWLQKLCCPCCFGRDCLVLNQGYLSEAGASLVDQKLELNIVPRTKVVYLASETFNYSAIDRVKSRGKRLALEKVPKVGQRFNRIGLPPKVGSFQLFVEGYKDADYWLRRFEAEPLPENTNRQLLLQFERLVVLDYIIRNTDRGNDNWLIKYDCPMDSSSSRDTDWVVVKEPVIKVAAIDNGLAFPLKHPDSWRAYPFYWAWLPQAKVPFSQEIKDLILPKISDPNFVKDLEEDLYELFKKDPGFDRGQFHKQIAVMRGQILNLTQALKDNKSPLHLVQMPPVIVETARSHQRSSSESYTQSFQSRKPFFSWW
#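 PI4K2A activity was measured by ADP-Glo luminescence: enzyme (4 ug/mL stock) and phosphatidylinositol (1.2 mM stock) in Tris pH 7.5/MgCl2/EGTA/Triton X-100 buffer were reacted with ATP (300 microM stock) for one hour at ambient temperature.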
# TrxR1 inh – rat TrxR1 inhibition; O89049; recombinant rTrxR1, NADPH fluorescence consumption, selenite substrate; Potency, µM (titrated, usually from 114 µM), for the others: at the highest dose activity change, negative = inhibition, hits mostly inhibitors; 390,000 tested, 1% active; AID 588453; also: potency is read from the fitted curve at half-maximal effect; % is scaled to controls: 0 for no effect and ±100 for the full control effect; nearly all actives have a fitted effect of over 65% in size
#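 Rat TrxR1 (90 nM in the dispensed reagent) was pre-reduced with 400 uM NADPH for 5 min at room temperature, then incubated with compound for 15 min. After 400 uM selenite was added, NADPH fluorescence (Ex 340/Em 450 nm) was followed for 8 min.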
# D2 agonist – D2 dopamine receptor (human) agonism; P14416; HEK293 T-REx D2 cells, calcium flux agonist mode; activation, % at 2 µM; 340,000 tested, 0.53% active;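 active = activation over 3 SD above normal in the single-dose calcium agonist read, cut at about 30% in these data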; also: 0% is about no effect
#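 Agonism scored from kinetic calcium signal (1 read/sec, 180 s) following compound pin transfer, after a 10 s baseline. Cells: HEK293 Trex line expressing inducible D2 receptor coupled to calcium, dye-loaded after overnight culture at 30 C.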
# TrxR1 substrate – is turned over as a substrate by rat TrxR1; Potency, µM (top dose mostly 114 µM), without a hit: at the top dose activity change, negative = substrate turnover; O89049; AID 588456; purified TrxR1 substrate turnover, NADPH consumption readout; 390,000 tested, 0.01% active; also: potency is read from the fitted curve at half-maximal effect; % is scaled to controls: 0 for no effect and ±100 for the full control effect; nearly all actives have a fitted effect of over 50% in size
#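 Rat TrxR1, dispensed at 90 nM, was prereduced with 400 uM NADPH (final) for 5 min at ~22 deg C, then incubated with compound 15 min before 400 uM selenite. A first-read NADPH fluorescence drop versus no-compound background flagged substrates.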
# D2 antagonist – antagonists of human D2 dopamine receptor. 340,000 tested, 2% active. inhibition, % at 10 µM. HEK293 TREx D2 cells, calcium flux, dopamine EC80. AID 485344; in the data active = inhibition above about 30%; also: 0% is about no effect
#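 Tetracycline-induced HEK293 TREx cells expressing D2 receptor forced-coupled to calcium signalling, loaded with no-wash calcium dye. Compounds added and calcium flux read 180 s, then dopamine added at EC80 and read a further 180 s.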
# TRHR PAM – allosteric enhancers of human TRH receptor. P34981. TRHR cells, fluo-8 calcium fluorescence, EC20 TRH enhancement. enhancement, % at 2 µM. 360,000 tested, 0.66% active. AID 493056; in the data active = enhancement above about 30%; also: 0% is about no effect
#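 TRHR-expressing cells loaded with fluo-8 calcium dye were read kinetically (ex 480/em 530) during compound addition, then stimulated with an EC20 of TRH (10 nM final). Enhancement of the Gq-mediated intracellular calcium response was scored.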
# The depositor's hits bear a star; ? = inconclusive; . = no result given; [ ] = dose if it differs, or a comment. Unless noted, calls follow the shape of the dose curve; as a rule, active = well fitted inhibition curve with a large enough effect; inconclusive = small, poorly fitted or top-dose-only effect; inactive = no such curve, though single readings can be large or run the other way.
# Preview, 4 compounds:
SMILES,TRHR ag,mIDH1 inhibitor,USP1-UAF1 inh,PI4K2A block,TrxR1 inh,D2 agonist,TrxR1 substrate,D2 antagonist,TRHR PAM
Cn1nc(C(F)(F)F)c(-c2ccccc2)c1NC(=O)c1nccnc1C(=O)O,-1.2,1%,-21%,-6,34%,-2.0,5%,0,16
Cc1cc(C(=O)COC(=O)CC(NC(N)=O)c2ccc(Cl)cc2)c(C)n1C (centres undefined),.,10%,-7%,-11,6%,.,0%,.,.
Cc1nnc(Nc2ccc3c(c2)OCO3)c2ccccc12,-0.5,0%,-24%,7,28%[57.1 µM],1.0,-18%[57.1 µM],0,-2
CC1(C)CC(=O)CC(C)(C)N1OC(=O)c1ccccn1,0.6,-2%,-11%,0,2%,2.1,1%,-23,-4

# This part in full, repeating the preview:
SMILES,TRHR ag,mIDH1 inhibitor,USP1-UAF1 inh,PI4K2A block,TrxR1 inh,D2 agonist,TrxR1 substrate,D2 antagonist,TRHR PAM
Cn1nc(C(F)(F)F)c(-c2ccccc2)c1NC(=O)c1nccnc1C(=O)O,-1.2,1%,-21%,-6,34%,-2.0,5%,0,16
Cc1cc(C(=O)COC(=O)CC(NC(N)=O)c2ccc(Cl)cc2)c(C)n1C (centres undefined),.,10%,-7%,-11,6%,.,0%,.,.
Cc1nnc(Nc2ccc3c(c2)OCO3)c2ccccc12,-0.5,0%,-24%,7,28%[57.1 µM],1.0,-18%[57.1 µM],0,-2
CC1(C)CC(=O)CC(C)(C)N1OC(=O)c1ccccn1,0.6,-2%,-11%,0,2%,2.1,1%,-23,-4
CC1CCN(c2ccc([N+](=O)[O-])cc2C(=O)NCC2CCCO2)CC1 (centres undefined),-0.3,2%,1%,2,-4%,-0.2,-11%,-12,-3
CCOc1ccc(NC(=O)c2cc(SC)ccc2Cl)cc1,-2.7,2%,-6%,5,8%[57.1 µM],.,-15%,6,-1
Cc1ccc(NC(=O)COC(=O)c2ccc(=O)n(Cc3ccccc3)n2)cc1F,-0.2,5%,-22%,3,7%,-0.4,-3%,-12,-12
Cc1cc(OCC(O)CN2CCCC2)cc(C)c1Cl (centres undefined),1.1,-7%,-8%,-1,12%,0.7,-2%,22,-3
COc1ccc(C(C)=O)cc1CN1C(=O)NC2(CCCCC2)C1=O,0.5,3%,0%,7,-2%,-0.5,-7%,-1,2
O=C(NCc1ccc(F)cc1)c1cnc(N2CCCCC2)c2ccccc12,-0.4,-1%,-12%,1,11%[57.1 µM],-0.8,-3%[57.1 µM],.,12
Oc1cccc2ccc(/C=C/c3c(F)cccc3Cl)nc12,0.2,5%,-5%,-7,-3%,0.2,-1%,11,7
Cc1cc(Cl)nc2ccc(Cc3ccc4nc(Cl)cc(C)c4c3)cc12,-0.3,-2%,?,0,17%[57.1 µM],-1.7,4%[57.1 µM],8,-3
Cc1ccc(CNS(=O)(=O)c2cc(C(=O)Nc3cccc(C(F)(F)F)c3)ccc2F)cc1,0.4,-6%,?,-1,5%[57.1 µM],0.5,-4%[57.1 µM],.,11
Nc1ccc(S(=O)(=O)NC2(C(F)(F)F)NC(=O)N(Cc3ccccc3)C2=O)cc1 (centres undefined),1.4,4%,-14%,0,30%[57.1 µM],-0.7,-12%[57.1 µM],9,-6
COc1ccc(N2CCN(C(=O)c3cc4c(s3)CCCCC4)CC2)cc1,0.1,4%,-23%,-4,11%,1.1,3%,-19,4
C=CCn1c(SCC(=O)Nc2ncc(Cc3cc(Cl)ccc3Cl)s2)nnc1-c1ccncc1,-0.1,7%,-20%,-3,13%,0.9,7%,3,2
CCCC(=O)N1CCN(c2ccc(NC(=S)NC(=O)c3cccc(C)c3)cc2)CC1,-0.4,-2%,-22%,0,?,0.3,-10%,2,-8
CC(NC(=O)COC(=O)c1ccc([N+](=O)[O-])o1)c1ccccc1 (centres undefined),.,14%,?,-2,?,.,-7%,.,.
CCOc1ccc(Br)cc1S(=O)(=O)NCCN1CCCC1,-0.9,-4%,-24%,-7,2%,1.0,-2%,15,12
CCOc1cc(S(=O)(=O)N2CCN(C(=O)c3ccco3)CC2)ccc1F,-0.3,-2%,5%,0,21%,0.6,-1%,5,1
O=C(c1cccc(C(F)(F)F)c1)C1CCCN(Cc2cccn2-c2ncccn2)C1 (centres undefined),1.6,13%,-19%,3,-2%,-0.6,-4%,32*,-6
Nc1nc(SCC(=O)NCCC(c2ccccc2)c2ccccc2)n[nH]1,0.3,2%,-9%,-2,2%[57.1 µM],.,0%[57.1 µM],.,-3
O=C(O)C1CC(=O)N(CCOc2ccccc2)C1 (centres undefined),0.6,7%,5%,2,-9%,0.5,-6%,6,1
O=C1N/C(=C/c2cccn2-c2ccccc2)C(=O)N1Cc1ccc(F)cc1,-0.2,18%,0%,7,6%[57.1 µM],-1.0,10%[57.1 µM],14,1
Cc1nnc(SCC(=O)NC(C)(C)C)n1NCc1cccc(Br)c1,0.1,-4%,-16%,8,22%,-0.2,2%,28,-7
Cc1nc2nc(Cc3ccccc3)[nH]n2c(=O)c1Cl,0.2,12%,-11%,10,4%,-0.1,7%[57.1 µM],14,1
CN(C)C(=O)COn1c(SCC(=O)N(C)C)nc2ccccc2c1=O,0.8,0%,-24%,0,12%,0.1,2%,12,5
Clc1ccc(Oc2cnc3ccccc3n2)cc1,.,3%,-20%,2,12%,.,-5%,.,.
O=C(O)C1Cc2ccccc2CN1C(=O)COc1ccc(Cl)cc1 (centres undefined),0.3,12%,-16%,0,13%,2.4,-1%,-3,-1
O=C(NC1CCCC1)C1CCN(C(=O)c2cc(Cl)ccc2Cl)CC1,-0.8,3%,-18%,13,20%[57.1 µM],1.0,8%[57.1 µM],-11,-3
CCC(=O)Nc1ccc(C(=O)CSc2nnc(-c3ccccc3F)n2C2CC2)cc1,-0.2,1%,-13%,-10,-24%,0.2,-18%,1,30
OCC1(CCCc2ccccc2)CCN(Cc2cnc(N3CCOCC3)s2)CC1,0.0,10%,-3%,-3,21%[57.1 µM],0.2,19%[57.1 µM],-9,4
Oc1c(C=NCc2ccccc2)sc2ccccc12,-0.7,10%,-4%,-6,8%[57.1 µM],.,-2%[57.1 µM],.,-7
COc1cccc(CC2(CO)CCN(Cc3ccc4cccc(F)c4n3)CC2)c1,0.5,1%,-11%,1,24%[57.1 µM],0.2,7%[57.1 µM],62*,0
CN(C)C(CNC(=O)C1CCN(C(=O)/C=C/c2ccccc2)CC1)c1ccccc1 (centres undefined),0.0,5%,-7%,0,-5%,-0.1,2%,22,12
CC(C)c1ccc(NC(=O)CSC(C)c2nc3ccccc3c(=O)[nH]2)cc1 (centres undefined),-1.5,10%,-15%,-3,16%,-1.6,4%,-1,-26
CCOC(=O)C1=C(c2ccccc2)NC(=O)NC1c1cc(OCC)c(O)c([N+](=O)[O-])c1 (centres undefined),-0.5,3%,-10%,4,5%[57.1 µM],0.3,-12%,7,-2
CC(C)C(NS(=O)(=O)c1ccccc1)C(=O)N1CCCCCC1 (centres undefined),0.0,4%,-19%,-2,-2%[57.1 µM],-0.2,4%[57.1 µM],10,4
O=C(CCS(=O)(=O)Cc1ccccc1)Nc1nc2c(s1)CCCC2,-0.2,1%,-10%,0,5%,-0.4,-5%[57.1 µM],-7,-3
O=C(c1ccc(S(=O)(=O)Nc2ccccc2)cc1)N1CCOCC1,0.1,4%,0%,-7,18%[57.1 µM],-2.4,16%[57.1 µM],1,-5
COc1ccc(NC(=O)c2sc3nc4c(cc3c2N)CN(Cc2ccccc2)CC4)cc1OC,-0.4,.,-19%,2,27%,0.3,42%[activator],.,5
CCOC(=O)c1ccccc1NC(=O)CCc1c(C)nc2ncnn2c1C,-0.3,8%,-13%,-6,45%[activator],-0.4,16%,.,1
O=C(NCc1ccccn1)C(=O)N/N=C/c1ccccc1O,-1.3,0%,-1%,-3,14%,-0.3,40%[activator],9,-10
COc1ccc(C(=O)Oc2c(Sc3ccccc3)c(C)nn2-c2ccccc2)c(OC)c1,-0.6,?,-4%,-12,23%,-1.8,-9%,.,-5
CCN1CCN(c2ccc(NC(=O)c3ccco3)cc2)CC1,1.5,-12%,-7%,5,19%,0.1,-4%,-15,3
Cc1cccc(C(C(C(=O)c2ccccc2)N2CCOCC2)N2CCOCC2)c1 (centres undefined),.,-3%,-19%,-3,-5%[2.29 µM],.,-3%[2.29 µM],.,.
O=C(COC(=O)Cc1ccc(Br)cc1)NC12CC3CC(CC(C3)C1)C2,-0.4,5%,-22%,8,?,-1.1,1%[11.4 µM],0,14
O=C(NCc1ccccc1Cl)c1cc2c(s1)CS(=O)(=O)C2,-0.6,1%,-19%,-7,19%,1.2,0%,17,0
CCOC(=O)c1cc(-c2ccc3c(c2)OCCO3)nc2c1c(C)nn2CCC#N,0.2,2%,-22%,-1,59%[activator],0.5,160%[activator],19,6
CCc1ccccc1NC(=O)CNC(=O)c1ccccc1OCc1c(C)noc1C,-0.5,12%,-7%,0,-1%,-0.5,-5%,-13,10
# Following part:
SMILES,TRHR ag,mIDH1 inhibitor,USP1-UAF1 inh,PI4K2A block,TrxR1 inh,D2 agonist,TrxR1 substrate,D2 antagonist,TRHR PAM
COc1cc(OC)cc(C(=O)NNC(=O)C(CCC(N)=O)NS(=O)(=O)c2ccc(Cl)cc2)c1 (centres undefined),.,5%,-9%,-2,10%,.,2%,.,.
O=C1c2ccccc2C(=O)c2c1ccc1c(=O)n(-c3ccccc3)[nH]c21,-0.8,4%,-7%,-5,2%,-0.6,-4%,1,-3
O=c1[nH]c(-c2ccccc2)cs1,0.0,2%,-18%,-1,-10%,-0.2,-6%,-9,0
O=C(CN1C(=O)NC2(CCCc3ccccc32)C1=O)NCc1cccs1 (centres undefined),0.0,-9%,-14%,3,-1%,0.2,-3%,-11,0
CC(=O)c1ccccc1C(=O)N1CCC(n2nccc2NC(=O)C2CC2)CC1,0.3,6%,-16%,2,4%,-0.1,-1%,-7,1
